From PubChem
DAT uptake mod – changed hDAT dopamine uptake under cocaine IC80, either direction, primary screen, cocaine antagonist project, cell-based, LLC-PK1 hDAT, [14C]-dopamine uptake, MLSMR | LLC-PK1 hDAT cells, [14C]-dopamine uptake with cocaine IC80; actives deviate in either direction | B-score at 10 µM | hit rate 1.3% among 110,000 | AID 449768, 2010;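 active means Z score or B-score, a plate-position-corrected score, falls beyond the plate's 99.7% confidence bounds, in either direction; inactive means both scores lie inside the 99.7% bounds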;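 further: scored against the spread of the other compound wells on the same plate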
TNFa cytotox – cytotoxicity in TNFa-stimulated HUVEC, primary screen, cytotoxicity control for VCAM1 expression modulator project, imaging, Hoechst nuclei count. HUVEC TNFalpha-stimulated, Hoechst cell count. cell count reduction, % at 2 µM. hit rate 0.17% among 93,000;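 active means cell count reduction exceeding the screen mean by over 5 SD, scaled to untreated wells per plate, cut at about 78% in these data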;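 further: cells counted after 24 h of TNF alpha exposure following the 1 h pretreatment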
MT1-MMP txn act – MT1-MMP promoter reporter activation – cell-based, luciferase luminescence, primary screen; HT1080 MT1-MMP promoter luciferase reporter, overnight; hits give high values; activation factor at 10 µM; hit rate 0.16% among 86,000;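 active means activation factor of at least 2 for MT1-MMP transcription at 10 µM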
Smad3 FoxH1 inh – Smad3/FoxH1 peptide binding inhibitors, primary screen, biochemical, TR-FRET; Mothers against decapentaplegic homolog 3 (Homo sapiens), P84022; TR-FRET Smad3/Dy647-FoxH1 peptide binding, europium anti-His; inhibition, % at 25 µM; hit rate 0.29% among 88,000;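 active means compounds that reduce the energy-transfer binding signal between the protein and its labelled peptide by more than half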;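 further: 0% = Smad3 plus labelled peptide maximal FRET and 100% = peptide-only background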
Calb biofilm kill – clotrimazole potentiators killing Candida biofilms, primary screen, with clotrimazole, Alamar Blue. C. albicans biofilm + clotrimazole. inhibition, % at 6 µM. hit rate 0.14% among 85,000;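 active means inhibition above 20%; inactive means inhibition below 20%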;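 further: preformed 24 hr biofilms exposed to compound for 48 hr; 0% = biofilm without compound and 100% = blank killed by clotrimazole plus chlorhexidine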
F-actin modifier – modifiers of F-actin cytoskeleton organization, primary screen, imaging, HUVEC, phalloidin staining, high-content imaging | HUVEC TNFa F-actin phalloidin imaging | inhibition, % at 2 µM | hit rate 0.18% among 91,000 | AID 836, 2007;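 active means inhibition above the batch mean plus 3 SD and confirmed as a hit by visual image inspection, cut at about 30% in these data, passing the limit was not always enough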; further: strong numbers were not always called active
LYP inh 2 – PTPN22 phosphatase inhibitors, primary screen, biochemical, DiFMUP fluorescence, 2 µM. Tyrosine-protein phosphatase non-receptor type 22 (Homo sapiens), Q9Y2R2. recombinant LYP catalytic domain. inhibition, % at 2 µM. hit rate 0.21% among 96,000;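 active means inhibition at 2 µM at or above a set limit, the screen mean plus 3 SD, cut at about 24% in these data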;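 further: 0% = DMSO with enzyme and 100% = enzyme fully blocked by orthovanadate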
Target sequence (Q9Y2R2 whole entry, looked up, the tested form may be a part): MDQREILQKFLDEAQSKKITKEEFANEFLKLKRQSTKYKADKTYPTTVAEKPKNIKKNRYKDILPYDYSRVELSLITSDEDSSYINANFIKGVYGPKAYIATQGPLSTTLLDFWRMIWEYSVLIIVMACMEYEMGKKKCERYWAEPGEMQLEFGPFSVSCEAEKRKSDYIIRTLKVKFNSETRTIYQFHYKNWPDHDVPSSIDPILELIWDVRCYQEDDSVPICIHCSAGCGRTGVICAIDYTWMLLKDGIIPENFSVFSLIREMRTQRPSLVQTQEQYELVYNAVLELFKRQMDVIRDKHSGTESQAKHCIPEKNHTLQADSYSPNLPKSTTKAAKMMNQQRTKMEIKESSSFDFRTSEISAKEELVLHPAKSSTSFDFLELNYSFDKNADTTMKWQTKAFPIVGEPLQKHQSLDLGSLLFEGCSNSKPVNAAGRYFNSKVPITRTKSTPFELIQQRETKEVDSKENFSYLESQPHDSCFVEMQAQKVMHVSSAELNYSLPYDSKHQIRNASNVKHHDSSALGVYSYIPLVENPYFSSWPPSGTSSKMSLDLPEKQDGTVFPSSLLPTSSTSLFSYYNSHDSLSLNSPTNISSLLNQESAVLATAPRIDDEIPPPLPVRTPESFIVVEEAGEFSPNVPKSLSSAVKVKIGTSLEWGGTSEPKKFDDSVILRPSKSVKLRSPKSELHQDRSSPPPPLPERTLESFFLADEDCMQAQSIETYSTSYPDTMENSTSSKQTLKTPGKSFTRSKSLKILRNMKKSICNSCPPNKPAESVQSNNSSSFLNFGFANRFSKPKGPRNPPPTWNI
HUVEC tox IL1B – cytotoxicity in IL-1B stimulated HUVEC, primary screen, cytotoxicity control for IL-1B NFkB translocation project, imaging, Hoechst nuclear count, IL-1B stimulus. HUVEC cell count loss. cell count reduction, % at 2 µM. hit rate 0.41% among 94,000. AID 845, 2007;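 active means cell count reduction more than 3 SD above the screen-wide mean, cut at about 70% in these data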;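 further: normalized per plate to untreated control cells as the no-loss baseline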
VCAM1 TNFa inh – inhibitors of TNFa-induced VCAM1 expression, primary screen, imaging, HUVEC, TNFa stimulus, immunofluorescence. inhibition, % at 2 µM. HUVEC TNFa-induced VCAM-1 immunofluorescence, high-content imaging. hit rate 0.48% among 95,000;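 active means inhibition above the batch mean plus 3 SD, with images confirmed as a hit by eye, cut at about 37% in these data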;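 further: 0% = TNF-stimulated DMSO wells and 100% = unstimulated control wells; not every result past the cut was called active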
An asterisk follows results filed as active; / = no result given; [ ] = dose if it differs, or a comment.

Each structure is followed by: DAT uptake mod | TNFa cytotox | MT1-MMP txn act | Smad3 FoxH1 inh | Calb biofilm kill | F-actin modifier | LYP inh 2 | HUVEC tox IL1B | VCAM1 TNFa inh
CCN(CC)S(=O)(=O)c1cccc(-c2nnc(SCC(=O)NC3CCCCCCC3)n2N)c1
 : 0.77 | -19.7 | 1 | 9.9 | 1.0 | 12.1 | 1.2 | -29.8 | 8.1
COc1cccc(C2=NOC(C(=O)NCC3CCCO3)C2)c1 (stereo unspecified)
 : -0.612 | 9.8 | 1.2 | 1.7 | 1.4 | -42.4 | 9.8 | 10.2 | -7.1
Cn1nc(-c2ccc(N3CCCCC3)c(NC(=O)c3ccco3)c2)c2ccccc2c1=O
 : 0.589 | -14.4 | 1 | 3.8 | 8.5 | 3.8 | -28.5 | -19.8 | -14.7
Cc1ccc(NS(=O)(=O)c2ccc(OCC(=O)NCc3ccco3)cc2)cc1
 : -0.781 | -28.2 | 1 | 10.3 | 7.6 | 16.8 | -16.4 | 3.0 | -8.2
CC(C)CC1C(C#N)=C(N)Oc2n[nH]c(-c3ccccc3)c21 (stereo unspecified)
 : -0.0104 | / | 1.2 | -4.8 | 4.0 | -1.8 | 4.3 | -53.4 | -2.5
Cc1ccc(=O)n(C(C(=O)NCc2ccco2)C(=O)c2ccc(F)cc2)c1 (stereo unspecified)
 : 0.212 | -16.7 | 1.1 | -1.2 | 0.9 | -1.7 | -2.8 | -2.0 | -13.3
Cc1ccccc1-n1c(=O)cc(N2CCc3ccccc3C2)[nH]c1=O
 : 0.0443 | / | 1.1 | 7.0 | 4.5 | / | / | / | /
CC(CN1CCCCC1)OC(=O)c1ccc2c(c1)OCO2 (stereo unspecified)
 : -0.236 | 11.0 | 1.1 | 4.0 | 6.2 | 10.3 | 10.3 | 10.0 | 11.7
O=C(NCC1CCCO1)C1CCC(CNS(=O)(=O)c2ccccc2)CC1 (stereo unspecified)
 : 0.429 | 0.4 | 1.4 | -4.3 | 3.8 | 1.8 | 0.5 | -35.3 | 12.3
CCOc1ccc(N2C(=O)CC(N3CCN(c4ccccc4F)CC3)C2=O)cc1 (stereo unspecified)
 : 0.509 | / | 1.1 | 5.2 | 2.1 | / | / | / | /
CCOC(=O)c1[nH]c(C)c(C(=O)Nc2ccc(C)cc2C)c1C
 : 0.157 | -2.3 | 0.7 | 3.0 | 16.0 | -5.2 | 2.6 | -43.9 | 21.0
COc1ccc(CNCC(O)(c2ccc(Cl)cc2)c2ccc(Cl)cc2)cc1OC
 : 2.01 | -13.2 | / | / | / | 3.3 | 3.1 | -24.2 | 9.7
COc1ccc(C(=O)NCCn2ccc3ccccc32)cc1OC
 : 0.0637 | / | 1.3 | 12.1 | 2.3 | / | / | / | /
O=C(NN1CCOCC1)c1cc(-c2cccc(Cl)c2)nc2ccccc12
 : -0.647 | 3.1 | / | / | / | 3.4 | 2.9 | -8.1 | 10.6
Cc1ccc2cc3cc(C(=O)NCCCN4CCc5ccccc5C4)oc3nc2c1
 : 2.22 | -18.1 | 1.2 | -7.4 | -2.7 | 40.9 | 5.3 | -0.6 | 16.1
Cc1[nH]nc(-c2ccc(O)cc2O)c1Oc1ccccc1
 : 1.31 | / | 1 | 3.9 | 12.1 | / | / | / | /
CC(C)CC(=O)CN1C(=O)C2(OCCO2)c2ccccc21
 : -0.472 | -8.5 | 1.1 | 8.3[fluorescence artefact?] | 6.0 | -6.5 | 5.3 | 76.6* | 14.5
CC1CCN(c2nc3ccc(C(=O)N4CCN(Cc5ccc6c(c5)OCO6)CC4)cc3s2)CC1
 : / | -32.1 | / | -9.8 | 8.1 | 6.4 | -9.8 | 0.3 | 5.5
CC(C)[C@H](NC(=O)NCCc1ccc(Cl)cc1)C(=O)O
 : 0.117 | / | 0.9 | 2.3 | -2.0 | 4.2 | 4.5 | 14.3 | /
O=c1c2ccccc2nc(SCc2nc3ccccc3s2)n1Cc1ccco1
 : -0.489 | -29.4 | 1.1 | 3.8 | 5.3 | -5.3 | -2.8 | 4.7 | 6.8

Sorted by the number under LYP inh 2 (largest number first): some entries from above
SMILES,LYP inh 2
CC(C)CC(=O)CN1C(=O)C2(OCCO2)c2ccccc21,5.3
CC1CCN(c2nc3ccc(C(=O)N4CCN(Cc5ccc6c(c5)OCO6)CC4)cc3s2)CC1,-9.8
Cn1nc(-c2ccc(N3CCCCC3)c(NC(=O)c3ccco3)c2)c2ccccc2c1=O,-28.5

Further records follow.
Each structure is followed by: DAT uptake mod | TNFa cytotox | MT1-MMP txn act | Smad3 FoxH1 inh | Calb biofilm kill | F-actin modifier | LYP inh 2 | HUVEC tox IL1B | VCAM1 TNFa inh
CN(CC(=O)N1CCN(c2ccccn2)CC1)S(=O)(=O)c1ccc(Br)cc1
 : -0.744 | 19.6 | 1 | 6.1 | 3.2 | -9.4 | 7.0 | 12.9 | 15.8
Cc1ccc(Oc2ccccc2/C=N/O)cc1
 : 0.869 | -4.1 | / | / | / | 17.1 | 5.7 | -14.5 | 0.4
Cc1ccc2[nH]c3c(c2c1)CC/C(=C/c1ccccc1)C3=O
 : -0.789 | -4.8 | / | / | / | 9.3 | 2.0 | -4.6 | -12.8
O=C1CCCN1CCCNc1ncnc2c1[nH]c1ccccc12
 : 1.68 | -20.7 | 1.2 | -0.2 | -0.1 | 18.1 | -8.3 | -33.0 | -2.8
COc1ccc(S(=O)(=O)N2CCCCCC2)cc1C(=O)OCC(=O)NCC(C)C
 : 0.706 | 0.4 | / | / | / | -11.9 | -0.3 | 2.2 | 37.9
O=C(c1ncc[nH]1)c1ccccc1C(=O)N1CCOCC1
 : -0.868 | 4.1 | 1 | 7.9 | 10.1 | -1.1 | -7.8 | 4.3 | 8.8
CC(=C/c1ccccc1)/C=N/n1cnnc1
 : -1.65 | -11.5 | 1 | 11.1 | 4.7 | -5.3 | -3.2 | 1.0 | 6.9
COC(=O)CSc1nnnn1-c1ccccc1
 : -1.23 | 10.4 | 1.1 | 4.4 | 4.8 | -4.9 | -1.3 | 26.4 | -6.5
CSc1ccccc1NC(=O)c1ccoc1C
 : 0.0163 | -27.5 | 1.3 | -1.9 | 12.5 | 8.7 | 0.8 | -32.1 | 8.6
COc1cc2c(C)nc(C)c(C#N)c2cc1OC
 : -0.16 | -9.2 | 0.9 | -2.3 | 3.3 | -5.6 | -7.0 | -20.0 | 9.4
O=C1Nc2ccc(Br)cc2C1(O)Cc1ccncc1 (stereo unspecified)
 : 0.114 | -18.0 | 1.1 | -0.9 | 1.5 | 3.0 | -6.1 | -15.7 | 13.1
Cc1nn(C(C)(C)C)c(OC(=O)c2ccc3c(c2)OCO3)c1S(=O)(=O)c1ccccc1
 : 0.449 | -9.9 | 1 | -0.9 | 2.4 | / | 5.1 | -47.2 | 18.9
CCOc1ccc(S(=O)(=O)NCc2ccncc2)cc1
 : -2.73* | -15.2 | 1.1 | -6.0 | 4.3 | / | -0.4 | 5.7 | -8.5
OC(C#Cc1ccccn1)c1cccs1 (stereo unspecified)
 : -1.25 | 34.8 | 1.3 | 3.4 | 10.4 | -25.6 | -2.6 | -24.8 | 19.5
Cc1nc(S(=O)(=O)N(C)c2ccccc2)c(C#N)c(C)c1Cl
 : 1.3 | -23.8 | 0.8 | 5.4 | -1.0 | 0.1 | 7.3 | 8.4 | 1.3
COc1ccc(OC)c(NC(=O)CN(c2ccc(C)cc2)S(=O)(=O)c2c(C)noc2C)c1
 : -0.00503 | 29.2 | 1.3 | -3.9 | -2.4 | -6.8 | 5.6 | -13.9 | 8.0
CCC(C)NC(=O)c1ccccc1NC(=O)C(C)N(c1ccccc1)S(C)(=O)=O (stereo unspecified)
 : -0.4 | -9.0 | 1 | -1.2 | 8.8 | 14.9 | -3.5 | -9.6 | -26.6
CCOC(=O)Cn1nnc2c(sc3nc4c(c(-c5ccc(Cl)cc5)c32)CCC4)c1=O
 : 0.394 | 9.3 | / | / | / | / | 14.4 | 4.3 | -13.3
CCC(C)Cn1c(C(C)O)nc2ccccc21 (stereo unspecified)
 : -0.231 | -11.0 | 1 | -5.8 | 4.7 | / | 3.4 | -0.3 | -4.6
Nc1nc(SCc2ccccc2Cl)n[nH]1
 : -1.55 | -10.1 | 1.3 | -0.7 | 4.8 | 6.7 | -5.5 | -8.4 | 20.5
CN1CCC(=NNC(=O)C(=O)NC2CCCCC2)CC1
 : 0.0268 | -10.4 | 1.1 | -6.4[fluorescence artefact?] | 6.7 | 7.8 | -4.9 | -12.7 | -5.2
O=C1c2ccccc2NC(c2ccc(-c3ccc(Br)cc3)o2)N1O (stereo unspecified)
 : 1.67 | -9.6 | / | / | / | 20.2 | 19.9 | -9.8 | -1.2
Cc1cc(C)c(NC(=O)CN(C2CCCCC2)C2CCCCC2)c(C)c1
 : -0.478 | -19.7 | 1.2 | -2.6 | -2.8 | 28.1 | -3.3 | 7.4 | 3.3
Cc1ccc(S(=O)(=O)NC(=O)Nc2ccc(Cl)cn2)cc1
 : -0.971 | -31.2 | 1.1 | 8.9 | 7.4 | -26.6 | 2.0 | -1.1 | 18.9
CCOC(=O)CN(C(=O)CN1CCOCC1)c1ccc(Br)cc1
 : 0.00327 | 1.5 | 1.2 | 9.4 | 7.0 | 10.3 | 6.0 | -1.1 | -18.9
COc1cc(CC(=O)OCC(=O)Nc2ccc(S(=O)(=O)N3CCCC3)cc2)cc(OC)c1OC
 : 1.34 | -20.0 | 1 | 6.3 | 6.5 | 13.2 | -3.1 | 6.7 | -1.1
CCOC(=O)N1CCN(C(=O)CN(Cc2ccc(Cl)cc2)S(=O)(=O)c2ccccc2)CC1
 : 1.13 | 12.8 | 1 | 10.2 | 4.2 | -27.9 | -3.1 | / | 4.6
COc1ccc(-c2cc(-c3ccc(OC)c(OC)c3)n[nH]2)c(O)c1
 : 0.00388 | -10.2 | 2* | 3.0 | 9.5 | -4.4 | 5.3 | 2.2 | 0.7
COc1cc(OC)cc(C(=O)NCCSCc2ccco2)c1
 : 0.582 | 4.7 | 1.1 | -5.7 | 8.4 | -10.7 | -8.8 | 1.4 | 4.6
COC(=O)c1sc(NC(=O)CSc2nnc(C(C)C)n2C)nc1C
 : -0.794 | -0.9 | 1 | -9.3 | 9.5 | -46.1 | -8.2 | -8.8 | 3.2
Cc1cc(C(=O)Nc2c(C)n(C)n(-c3ccccc3)c2=O)cs1
 : -0.658 | -26.2 | 1 | 13.9 | 4.0 | -0.9 | -2.5 | -25.8 | 21.0
Cc1cccc(N/C(N)=N/c2nc3c(c(=O)[nH]2)CCCC3)c1
 : 0.422 | 3.7 | 1 | -6.6 | 1.2 | 8.6 | 10.3 | -3.4 | 3.0
COc1ccc2c3c(c(=O)oc2c1OCC(N)=O)CCCC3
 : 1.28 | -5.7 | 1 | 5.4 | -0.4 | 13.4 | 6.9 | -19.3 | 4.1
CC1(C)CC(=O)C2=C(C1)NC(=O)CC2C(=O)NCc1ccc(F)cc1 (stereo unspecified)
 : -1.15 | / | 1.1 | 10.9 | 1.9 | 0.2 | -1.9 | 15.9 | -30.3

Not all compounds are listed; rates above refer to the full screens.
